PRC2 inh: blocks human EZH2/PRC2 H3K27 methylation | DELFIA TRF, 1 h | inhibition, % at 12.5 µM | Q15910 | hit rate 0.35% among 57,000;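 active means mean inhibition of replicates at least 50% and every single replicate also reaching 50%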;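 further: dimethyl H3K27 on biotinylated H3 21-44 peptide detected by antibody; plate controls were median neutral control wells for no effect and median positive control wells for full effect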
Target sequence (Q15910 whole entry, looked up): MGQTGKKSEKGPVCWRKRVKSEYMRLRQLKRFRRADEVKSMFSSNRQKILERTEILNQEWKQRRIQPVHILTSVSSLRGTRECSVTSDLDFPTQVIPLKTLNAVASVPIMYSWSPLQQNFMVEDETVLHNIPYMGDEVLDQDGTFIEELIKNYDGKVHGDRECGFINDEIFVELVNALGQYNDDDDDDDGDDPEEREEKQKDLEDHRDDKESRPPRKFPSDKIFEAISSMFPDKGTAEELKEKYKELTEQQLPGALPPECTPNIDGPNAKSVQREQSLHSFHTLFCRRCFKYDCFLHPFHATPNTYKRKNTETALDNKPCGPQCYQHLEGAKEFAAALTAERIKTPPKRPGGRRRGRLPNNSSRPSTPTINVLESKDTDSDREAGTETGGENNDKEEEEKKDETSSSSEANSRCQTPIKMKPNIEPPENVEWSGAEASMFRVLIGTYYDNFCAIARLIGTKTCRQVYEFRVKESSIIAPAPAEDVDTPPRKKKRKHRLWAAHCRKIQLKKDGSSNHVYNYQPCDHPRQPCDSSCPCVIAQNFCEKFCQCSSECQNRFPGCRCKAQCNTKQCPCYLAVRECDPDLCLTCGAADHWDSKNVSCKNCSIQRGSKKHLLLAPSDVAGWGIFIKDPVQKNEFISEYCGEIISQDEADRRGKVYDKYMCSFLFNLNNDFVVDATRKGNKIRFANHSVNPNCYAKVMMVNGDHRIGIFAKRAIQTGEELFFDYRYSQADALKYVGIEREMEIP
IDH1 R132H inh: blocks human IDH1 R132H reductase activity. O75874. diaphorase/resazurin fluorescence, 60 min. inhibition, % at 10 µM. hit rate 0.18% among 70,000. AID 624101; in the data active means inhibition above about 34%;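 further: 0% = DMSO and 100% = no enzyme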
Active calls of the source: *; x = not tested or not shown; & = joins results of further samples. An excerpt (hit frequency here may not be typical).

structure | PRC2 inh | IDH1 R132H inh
Nc1nnc(SC/C=C/CSc2nnc(N)s2)s1 | -4 | 0.6
O=C(C1=C[C@H](c2coc3ccccc3c2=O)C[C@H](OCc2ccc(CO)cc2)O1)N1CCOCC1 | 2 | x
C[C@H]1CCCCO[C@H](CN(C)S(C)(=O)=O)[C@@H](C)CN([C@@H](C)CO)C(=O)c2cc(NC(=O)C3CCCCC3)ccc2O1 | -3 | 6.1
C/C=C/c1ccc2c(c1)O[C@H](CN(C)C(=O)CN1CCOCC1)[C@@H](C)CN([C@@H](C)CO)S2(=O)=O | 8 | 0.6
COC(=O)c1ccc(C(=O)OC)c(NC(=O)c2cnn3c(C(F)F)cc(-c4ccc(C)cc4)nc23)c1 | 14 | 0.6
CO[C@@H]1CN(C)C(=O)c2ccc(NC(=O)Cc3ccccc3)cc2OC[C@@H](C)N(C)C[C@H]1C | 6 | -0.8
C[C@@H]1CN([C@@H](C)CO)C(=O)c2cc(NC(=O)Cc3cn(C)c4ccccc34)ccc2O[C@@H]1CN(C)S(=O)(=O)c1ccc(Cl)cc1 | x | -5.0
Cc1nonc1OCCNc1cc(N2CCCC2)ccc1[N+](=O)[O-] | 17 | -0.2

2 records picked at random from those above:
structure | PRC2 inh | IDH1 R132H inh
Cc1nonc1OCCNc1cc(N2CCCC2)ccc1[N+](=O)[O-] | 17 | -0.2
CO[C@@H]1CN(C)C(=O)c2ccc(NC(=O)Cc3ccccc3)cc2OC[C@@H](C)N(C)C[C@H]1C | 6 | -0.8

Remaining list, next part
structure | PRC2 inh | IDH1 R132H inh
COCC(=O)N(C)C[C@H]1Oc2ncc(-c3ccc(C)cc3)cc2C(=O)N([C@H](C)CO)C[C@H]1C | x | -0.2
CC(=O)N1CCN(c2ccc([N+](=O)[O-])c(NCc3cccnc3)c2)CC1 | -6 | -0.3
Cc1ccc(S(=O)(=O)N[C@@H]2C=C[C@@H](CC(=O)O)O[C@@H]2CO)cc1 | -8 | 0.5
O=C(N[C@@H]1CC[C@@H](CC(=O)N2CCOCC2)O[C@H]1CO)c1ccccn1 | 0 | 0.1
NCCCCCNC(=O)[C@@H]1C[C@@H]2C(=O)NCC(=O)N2[C@@H]1c1cccc(OCCO)c1 | 0 | 0.1
CCCN(C)C[C@H]1Oc2ncc(C#CCN(C)C)cc2C(=O)N([C@H](C)CO)C[C@H]1C | -7 | -0.6
Cc1noc(C)c1S(=O)(=O)Nc1ccc2c(c1)C(=O)N([C@@H](C)CO)C[C@H](C)[C@H](CN(C)C(=O)Nc1cccc3ccccc13)OCCCC[C@H](C)O2 | x | 0.8
COc1ccc(CN2C(=O)[C@@H]3[C@H]4C(=O)O[C@H](c5ccccc5)[C@@H](C)N(C)C(=O)CC/C=C/[C@H]4O[C@@]34C=CCN(Cc3ccccc3)C(=O)[C@@H]24)cc1 | 10&-13 | x

structure | PRC2 inh | IDH1 R132H inh
CC(C)NC(=O)N(C)C[C@@H]1Oc2cc(-c3cccnc3)ccc2S(=O)(=O)N([C@@H](C)CO)C[C@H]1C | 1 | 2.6
CCCN1C[C@@H](C)[C@@H](OC)CN(C)C(=O)c2cc(NS(=O)(=O)c3cn(C)cn3)ccc2OC[C@H]1C | -4 | -0.1
C[C@@H]1CCCCO[C@@H](CN(C)CC2CCCCC2)[C@H](C)CN([C@@H](C)CO)C(=O)c2cc(NC(=O)NC3CCCCC3)ccc2O1 | x | 2.9
COc1c(O)cc2c(c1O)C(=O)OC(C)C(O)c1c(O)c(O)c(OC)c(O)c1C(=O)OC(C)C2O (stereo not given) | x | 0.1&-0.2
O=C(NCC(F)(F)F)[C@@H]1c2ccccc2C(=O)N(CC23CC4CC(CC(C4)C2)C3)[C@H]1c1ccc(CO)cc1 | 5 | x
Fc1ccccc1-c1nnc(SCc2nc3ccccc3[nH]2)n1-c1ccccc1 | -2 | -0.1
Cc1ccc(S(=O)(=O)N[C@H]2CC[C@@H](CC(=O)NCc3ccncn3)O[C@@H]2CO)cc1 | -2 | 0.1
COc1ccc(NC(=O)CSc2nnc(C)n2-c2ccc(C)c(C)c2)cc1 | -27 | -0.3

structure | PRC2 inh | IDH1 R132H inh
Cc1ccc(S(=O)(=O)Nc2ccc3c(c2)C(=O)N([C@@H](C)CO)C[C@@H](C)[C@@H](CN(C)S(=O)(=O)c2cccs2)OCCCC[C@@H](C)O3)cc1 | x | 1.7
COC(=O)c1ccccc1NC(=O)CSc1nnc(-c2cc3cccc(OC)c3o2)n1C | 2 | -0.7
CO[C@@H]1CN(C)C(=O)c2cc(NS(=O)(=O)c3cccc(F)c3)ccc2OC[C@H](C)N(Cc2cc(F)ccc2F)C[C@@H]1C | 18 | 4.6
O=C(C[C@H]1CC[C@H](NS(=O)(=O)c2ccccc2)[C@H](CO)O1)NCc1ccc(Cl)c(Cl)c1 | 1 | 0.0
C[C@H](CO)N1C[C@H](C)[C@@H](CN(C)S(=O)(=O)c2ccc(Cl)cc2)Oc2ccc(NC(=O)Nc3ccccc3)cc2C1=O | -7 | 1.8
C[C@H](CO)N1C[C@H](C)[C@@H](CN(C)C(=O)c2ccc3ccn(C)c3c2)OCc2cn(nn2)CCCC1=O | -1 | -0.2
C[C@@H]1CN([C@@H](C)CO)C(=O)c2cccc(NC(=O)C3CC3)c2O[C@H]1CN(C)C(=O)Nc1cccc2ccccc12 | 6 | 1.0
CCCCCCCCCC(O)C(C)C(O)C(/C=C(\C)C1=CC(=O)C(C)CO1)CO (stereo not given) | x | -0.5

Quoted from the listing.
Entry of C[C@H](CO)N1C[C@H](C)[C@@H](CN(C)C(=O)c2ccc3ccn(C)c3c2)OCc2cn(nn2)CCCC1=O in PRC2 inh: -1
Entry of O=C(C[C@H]1CC[C@H](NS(=O)(=O)c2ccccc2)[C@H](CO)O1)NCc1ccc(Cl)c(Cl)c1 in PRC2 inh: 1

The listing continues.
structure | PRC2 inh | IDH1 R132H inh
C[C@H](CO)N1C[C@H](C)[C@H](CN(C)C(=O)Nc2ccc(C(F)(F)F)cc2)OCCCC[C@H](C)Oc2ccc(NS(=O)(=O)c3cccs3)cc2C1=O | x | 7.1
Cc1noc(C)c1NC(=O)N(C)C[C@@H]1Oc2c(NS(=O)(=O)c3ccc(Cl)cc3)cccc2C(=O)N([C@H](C)CO)C[C@@H]1C | x | 0.5
CC(C)CC#Cc1ccc2c(c1)O[C@@H](CN(C)C(=O)c1ccncc1)[C@@H](C)CN([C@@H](C)CO)S2(=O)=O | x | 0.3
O=C(C[C@H]1CC[C@@H](NS(=O)(=O)c2ccccc2)[C@H](CO)O1)N1CCc2ccccc2C1 | 17 | -0.1
O=C(NCc1ccccc1)C1=C[C@H](c2ccc(C(F)(F)F)cc2)C[C@H](OCCCCO)O1 | 5 | x
COc1ccc(S(=O)(=O)Nc2ccc3c(c2)CC(=O)N([C@H](C)CO)C[C@@H](C)[C@H](CN(C)C(=O)NC2CCCCC2)O3)cc1 | x | 5.5
C[C@H](CO)N1C[C@H](C)[C@@H](CN(C)C(=O)Nc2ccc3c(c2)OCO3)Oc2ccc(NS(=O)(=O)c3ccc(F)cc3)cc2CC1=O | x | -2.1
O=C(CN1C(=O)c2ccccc2S1(=O)=O)NCC1CCCO1 (stereo not given) | -7 | 0.5

An excerpt of these results, as labelled records:
Molecule: COc1ccc(S(=O)(=O)Nc2ccc3c(c2)CC(=O)N([C@H](C)CO)C[C@@H](C)[C@H](CN(C)C(=O)NC2CCCCC2)O3)cc1
  PRC2 inh: x
  IDH1 R132H inh: 5.5

Molecule: O=C(CN1C(=O)c2ccccc2S1(=O)=O)NCC1CCCO1 (stereo not given)
  PRC2 inh: -7
  IDH1 R132H inh: 0.5

The list goes on:
structure | PRC2 inh | IDH1 R132H inh
C/C=C/c1ccc2c(c1)O[C@H](CN(C)Cc1cccnc1)[C@H](C)CN([C@@H](C)CO)S2(=O)=O | 1 | 1.9
Clc1ccc(-c2nnc(SCc3ccon3)o2)c(Cl)c1 | x | 0.5
O=C(Nc1ccc(F)cc1)Nc1ccc2c(c1)[C@@H]1C[C@@H](CC(=O)N3CCOCC3)O[C@H](CO)[C@@H]1O2 | 4 | 0.3
CCCC#Cc1ccc2c(c1)O[C@@H](CN(C)CC1CCOCC1)[C@@H](C)CN([C@H](C)CO)S2(=O)=O | 2 | -1.5
C[C@H](CO)N1C[C@H](C)[C@@H](CN(C)C(=O)NC2CCCCC2)Oc2ccc(NC(=O)CCCN(C)C)cc2C1=O | -8 | 3.4
Cc1cc(C(=O)Nc2cccc3c2O[C@@H](CN(C)Cc2ccncc2)[C@H](C)CN([C@@H](C)CO)C3=O)n(C)n1 | -8 | x
O=C(C[C@@H]1C[C@@H]2c3cc(NC(=O)Cc4ccncc4)ccc3O[C@@H]2[C@H](CO)O1)NCc1ccccn1 | 0 | -0.4
C[C@@H]1CN([C@@H](C)CO)C(=O)c2cc(C#CCc3ccccc3)cnc2O[C@@H]1CN(C)C(=O)C1CC1 | 8 | 0.1

structure | PRC2 inh | IDH1 R132H inh
O=C(C[C@H]1C[C@H]2c3cc(NC(=O)c4ccc5c(c4)OCO5)ccc3O[C@H]2[C@H](CO)O1)NCc1cccc(F)c1 | 0 | -0.9
CCC(=O)Nc1ccc2c(c1)OC[C@@H](C)N(C(=O)NC(C)C)C[C@H](C)[C@@H](OC)CN(C)C2=O | 6 | -0.2
O=C(C[C@@H]1C=C[C@H](NC(=O)C2CCC2)[C@H](CO)O1)NCc1ccncc1 | -4 | 0.4
Clc1ccc2c(c1)C(N1CCNCC1)=Nc1ccccc1O2 | x | -0.5
CN(C)CC(=O)Nc1ccc2c(c1)[C@H]1C[C@H](CC(=O)NCCc3ccccc3)O[C@@H](CO)[C@H]1O2 | 15 | -0.1
CC(C)NC(=O)N[C@H]1CC[C@H](CC(=O)NC2Cc3ccccc3C2)O[C@@H]1CO | 4 | 0.5
CCC(=O)N(C)C[C@@H]1Oc2cc(-c3cncnc3)ccc2S(=O)(=O)N([C@H](C)CO)C[C@@H]1C | -6 | -0.6
Cc1noc(C)c1NC(=O)N(C)C[C@H]1Oc2cc(C#CCN(C)C)ccc2S(=O)(=O)N([C@@H](C)CO)C[C@H]1C | 20 | -0.7

structure | PRC2 inh | IDH1 R132H inh
COc1ccc(S(=O)(=O)Nc2ccc3c(c2)CC(=O)N([C@@H](C)CO)C[C@H](C)[C@@H](CN(C)C(=O)Nc2cccc4ccccc24)O3)cc1 | x | -6.2
C[C@@H]1CCCCO[C@H](CN(C)S(C)(=O)=O)[C@H](C)CN([C@@H](C)CO)C(=O)c2cc(N(C)C)ccc2O1 | -1 | -1.1
COc1ccc(S(=O)(=O)N(C)C[C@H]2Oc3c(NS(=O)(=O)c4cccs4)cccc3C(=O)N([C@H](C)CO)C[C@@H]2C)cc1 | x | 0.7
O=C(C[C@H]1C[C@@H]2c3cc(NC(=O)CC4CC4)ccc3O[C@@H]2[C@@H](CO)O1)NCc1ccccn1 | 18 | 0.1
COc1cccc(CNC(=O)C[C@H]2CC[C@@H](NC(=O)C3CCC3)[C@H](CO)O2)c1 | 1 | 0.1
Cc1noc(C)c1NC(=O)Nc1ccc2c(c1)CC(=O)N([C@@H](C)CO)C[C@@H](C)[C@H](CN(C)C(=O)NC1CCCCC1)O2 | x | -0.3
CO[C@@H]1CN(C)C(=O)c2cc(NC(C)=O)ccc2OC[C@H](C)N(C(=O)CN2CCOCC2)C[C@@H]1C | 6 | -0.1
C[C@H]1CN([C@@H](C)CO)C(=O)c2cccc(NC(=O)c3cnccn3)c2O[C@@H]1CN(C)Cc1ccc(Cl)c(Cl)c1 | -5 | x

structure | PRC2 inh | IDH1 R132H inh
CO[C@H]1CN(C)C(=O)c2cc(NS(=O)(=O)CC(F)(F)F)ccc2OC[C@H](C)N(Cc2nccs2)C[C@@H]1C | 2 | -0.2
C[C@@H]1CN([C@H](C)CO)C(=O)CCCn2nncc2CO[C@H]1CN(C)Cc1ccc(C(=O)Nc2ccccc2N)cc1 | 2 | x
O=C(N[C@@H]1CC[C@H](CCNS(=O)(=O)c2ccc(F)cc2)O[C@H]1CO)c1cccc(F)c1 | 0 | 0.3
Cc1ccc2[nH]c(=O)c(-c3noc(C(C)(C)C)n3)cc2c1 | 10 | -0.3
CN(C)CC(=O)N[C@H]1CC[C@@H](CCNC(=O)C2CCCC2)O[C@@H]1CO | 4 | -0.1
COc1ccc(N=C2SCC(c3ccc(C)cc3)=NN2CCO)cc1 | 26 | 0.1
O=[N+]([O-])c1ccc(CSc2nnc(-c3cnccn3)n2-c2ccccc2)cc1 | -19 | -0.1
COc1cccc(C2C(C(=O)c3cccs3)C(=O)C(=O)N2CCN2CCOCC2)c1 (stereo not given) | 1 | 0.0

structure | PRC2 inh | IDH1 R132H inh
COc1ccc(NC(=O)CN2CCC(C(N)=O)(N3CCCCC3)CC2)c(OC)c1 | 17 | -0.6
C[C@@H]1CCCCO[C@H](CN(C)C(=O)c2ccccc2)[C@@H](C)CN([C@H](C)CO)C(=O)c2cc(NC(=O)c3ccncc3)ccc2O1 | 5 | x
O=C(CN1CCOCC1)N[C@@H]1CC[C@@H](CCNS(=O)(=O)c2ccccc2F)O[C@@H]1CO | 1 | 0.2
C[C@@H](NC(=O)C[C@@H]1C=C[C@H](NC(=O)C2CCC2)[C@@H](CO)O1)c1ccccc1 | 4 | -0.1
CCCC(=O)Nc1nc2c(ncn2C2O[C@H]3COP(=O)(O)O[C@@H]3[C@@H]2OC(=O)CCC)c(=O)[nH]1 (stereo not given in full) | x | 0.0
COc1ccc(CN(C)C[C@@H]2Oc3ccc(NC(=O)CCN4CCOCC4)cc3C(=O)N([C@@H](C)CO)C[C@H]2C)cc1 | 3 | 0.9
CCC(=O)N[C@H]1CC[C@@H](CCNC(=O)Nc2ccc(C(F)(F)F)cc2)O[C@H]1CO | 22 | -0.7
CO[C@H]1CN(C)C(=O)c2cc(NC(=O)C3CCCC3)ccc2OC[C@@H](C)N(CC2CC2)C[C@@H]1C | 5 | 0.3

High-throughput results from PubChem.
